Assay outcomes as filed in PubChem BioAssay.
MRP1 act: activators of MRP-1 | H69AR cells + doxorubicin, viability rescue, CellTiter-Glo | viability increase, % at 10 µM | hit rate 0.61% among 140,000;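 active = viability gain under doxorubicin at or above a set limit, the compound median plus 3 SD, cut at about 4.7% in these data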;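 also: MRP-1 overexpressing cells given doxorubicin 25 µM after compound pretreatment; 18-22 h compound pretreatment then 72 h with doxorubicin before readout; 0% = doxorubicin-only wells and 100% = vehicle-treated cells without doxorubicin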
HCT116 PTEN-null: PTEN-deleted cell growth suppression; hit rate 1.2% among 140,000; viability, % at 10 µM; HCT116 PTEN-null viability, CellTiter-Glo, 60 h; stronger effect = lower value;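 active = viability at or below a set limit, 4 SD under the median of all tested compounds, cut at about 3.7% in these data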;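 also: PTEN knockout HCT116 line with beta catenin targeted HCT116 as companion control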
Phagocyt inh: blocks phagocytosis by macrophages | J774A.1 macrophage IgG-bead phagocytosis, imaging | inhibition, % at 5 µM | hit rate 0.07% among 110,000;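 active = inhibition above the mean of the plate negative controls plus 5 SD, cut at about 13% in these data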;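 also: phagocytic index as fraction of beads internalized from green versus red external bead signal; plate controls were DMSO negative control for no effect and cytochalasin-D positive control for full effect; some results beyond the cut were filed as inactive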
Measles CPE: protection of cells from measles virus | Measles virus-infected cells, CPE protection, absorbance | protection (pct of control), % at 4 µM | hit rate 1.5% among 140,000 | AID 841; in the data active = protection mostly above about 24%, no sharp cut-off; inactive = mostly below about 26%; also: some compounds called inactive have numbers as strong as hits
GALR2 blocker: GALR2 (human) receptor antagonism | hit rate 0.39% among 140,000 | GALR2-expressing cells, antagonist mode | O43603 | inhibition, % at 4 µM; in the data active = inhibition above about 27%;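 also: cells stimulated with galanin 1-16 at roughly its EC80; 0% = agonist challenge control and 100% = basal control without agonist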
Target sequence (O43603 whole entry, looked up): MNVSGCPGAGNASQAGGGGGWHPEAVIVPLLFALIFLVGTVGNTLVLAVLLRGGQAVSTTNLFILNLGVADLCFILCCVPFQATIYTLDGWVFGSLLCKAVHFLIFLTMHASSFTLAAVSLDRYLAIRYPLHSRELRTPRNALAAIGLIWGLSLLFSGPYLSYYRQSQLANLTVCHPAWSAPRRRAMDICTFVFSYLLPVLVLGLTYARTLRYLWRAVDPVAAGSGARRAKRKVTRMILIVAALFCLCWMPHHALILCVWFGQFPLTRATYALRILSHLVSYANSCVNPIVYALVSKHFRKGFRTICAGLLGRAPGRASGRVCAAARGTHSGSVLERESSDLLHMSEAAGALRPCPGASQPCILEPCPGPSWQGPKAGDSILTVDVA
bCat KO growth: beta-catenin-lacking colon tumor cell growth suppression; HCT116 beta-catenin knockout viability, CellTiter-Glo, 60 h; stronger effect = lower value; hit rate 1.5% among 140,000; viability, % at 10 µM;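 active = viability at or under a set limit, the compound median less 4 SD, cut at about 6% in these data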;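 also: 0% = Hyamine 1622 control at 20 µM and 100% = untreated cell control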
Yeast life ext: yeast lifespan extension; inhibition of the nicotinamide effect, % at 10 µM; hit rate 0.68% among 130,000; AID 775; S. cerevisiae growth with nicotinamide, OD615; deaD strain in restrictive glucose medium;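 active = inhibition above a set limit, placed 3 SD over the median of all compounds, cut at about 26% in these data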;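 also: 0% = nicotinamide-treated wells and 100% = cells grown without nicotinamide; some compounds called inactive have numbers as strong as hits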
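Assay system: DeaD-strain S. cerevisiae. Medium: CSMM-D glucose medium, restrictive. Reagent: nicotinamide, 1.5 mM, co-present with compound. Compound: 10 µM single point, 0.25% DMSO. Schedule: culture preincubation 4 h, compound exposure 48 h, both 30 °C. Detection: absorbance at 615 nm.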
E-sel TNF inh: TNF alpha driven E-selectin expression inhibition | HUVEC TNFa-induced E-selectin immunofluorescence, high content | inhibition, % at 2 µM | hit rate 0.71% among 120,000 | AID 1246;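 active = inhibition above the batch mean plus 3 SD, and confirmed as a hit on visual image review, cut at about 43% in these data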;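 also: 0% = TNF-stimulated DMSO wells and 100% = unstimulated control wells; not every result past the cut was called active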
NPY Y2 blocker: NPY-Y2 (human) receptor antagonism. hit rate 0.99% among 140,000. P49146. inhibition, % at 2.7 µM. AID 793. NPY-Y2 expressing cells, antagonist mode; in the data active = inhibition above about 17%;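 also: 0% = vehicle with agonist challenge and 100% = reference antagonist with challenge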
Target sequence (P49146 whole entry, looked up): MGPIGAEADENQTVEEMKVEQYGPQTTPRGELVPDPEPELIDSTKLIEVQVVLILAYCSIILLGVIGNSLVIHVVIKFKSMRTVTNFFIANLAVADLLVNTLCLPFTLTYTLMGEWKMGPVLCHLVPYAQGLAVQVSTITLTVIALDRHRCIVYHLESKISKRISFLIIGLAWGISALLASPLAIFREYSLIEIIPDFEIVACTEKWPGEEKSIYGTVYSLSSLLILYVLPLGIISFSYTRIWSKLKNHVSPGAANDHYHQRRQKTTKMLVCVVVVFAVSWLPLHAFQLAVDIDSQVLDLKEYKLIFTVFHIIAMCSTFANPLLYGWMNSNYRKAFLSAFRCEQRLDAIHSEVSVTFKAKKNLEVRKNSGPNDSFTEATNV
Yeast growth inh: reduces growth of yeast BB579 in restrictive medium. S. cerevisiae BB579 growth, OD615, 48 h. inhibition, % at 10 µM. hit rate 0.51% among 140,000. AID 804;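 active = inhibition above a set limit, 3 SD over the mean compound inhibition, cut at about 44% in these data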; also: inactives centre near -24
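Test system: DeaD yeast strain BB579 / Buffer or medium: restrictive glucose-based CSMM-D medium / Doses: single 10 µM dose / Schedule: 4 h cell preincubation, 48 h compound exposure, 30 °C humidified / Technique: culture absorbance at 615 nm / Controls: amphotericin B positive control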
* = called active by the depositor. Not a hit list; any-hit rate near 6.1%.

What do the screens show for `CC1CN(C)C(C)CC1NCc1ccc2c(c1)OCO2` (centres undefined)?
MRP1 act: -0.8; HCT116 PTEN-null: 98; Phagocyt inh: 0; Measles CPE: 3; GALR2 blocker: 16; bCat KO growth: 94; Yeast life ext: -3; E-sel TNF inh: -54; NPY Y2 blocker: 0; Yeast growth inh: -27

How did CCOC(=O)c1ccc(NC(=S)NCCCN2CCCCC2)cc1 do in these assays?
MRP1 act: -3.5; HCT116 PTEN-null: 98; Measles CPE: 0; GALR2 blocker: 2; bCat KO growth: 91; Yeast life ext: -4; E-sel TNF inh: 27; NPY Y2 blocker: 0; Yeast growth inh: -11

Results for CCOc1ccc(CCNC(=O)CN2CCN(Cc3ccccc3F)C2=O)cc1OCC ?
MRP1 act: -2.8; HCT116 PTEN-null: 97; Phagocyt inh: -2; Measles CPE: 2; GALR2 blocker: -7; bCat KO growth: 92; Yeast life ext: -2; E-sel TNF inh: 27; NPY Y2 blocker: 1; Yeast growth inh: -31

What do the screens show for `CC(=O)OCC(=O)c1ccc2ccn(C(C)=O)c2c1`?
MRP1 act: -3.3; HCT116 PTEN-null: 104; Measles CPE: 7; GALR2 blocker: 6; bCat KO growth: 96; Yeast life ext: -11; E-sel TNF inh: -25; NPY Y2 blocker: 0; Yeast growth inh: -26

How did O=C(NCc1cccnc1)c1sc2cc(Cl)ccc2c1Cl do in these assays?
MRP1 act: 1.4; HCT116 PTEN-null: 61; Measles CPE: 9; GALR2 blocker: 1; bCat KO growth: 41; Yeast life ext: -21; E-sel TNF inh: -25; NPY Y2 blocker: 1; Yeast growth inh: 16

Results for CN(CCNC(=O)c1cn(C)c2ccc(S(=O)(=O)N3CCCC3)cc2c1=O)CCc1ccccc1 ?
MRP1 act: -4.3; HCT116 PTEN-null: 85; Phagocyt inh: 2; Measles CPE: 3; GALR2 blocker: 10; bCat KO growth: 83; Yeast life ext: -5; NPY Y2 blocker: 2; Yeast growth inh: -20

Results for CN(C)S(=O)(=O)c1ccc(C(=O)OCc2ccc(C#N)cc2)cc1 ?
MRP1 act: 0.2; HCT116 PTEN-null: 104; Phagocyt inh: -1; Measles CPE: 6; GALR2 blocker: -7; bCat KO growth: 95; Yeast life ext: -7; E-sel TNF inh: -5; NPY Y2 blocker: 1; Yeast growth inh: -26

Results for CCOC(=O)c1[nH]c(C)c(C(=O)OCC(=O)N2CC(=O)Nc3ccccc32)c1C ?
MRP1 act: -0.3; HCT116 PTEN-null: 90; Phagocyt inh: -3; Measles CPE: 16; GALR2 blocker: -8; bCat KO growth: 108; Yeast life ext: 1; E-sel TNF inh: -5; NPY Y2 blocker: 1; Yeast growth inh: -5

Results for COCc1ccc(O)c2ncccc12 ?
MRP1 act: -3.1; HCT116 PTEN-null: 2.1*; Phagocyt inh: 2; Measles CPE: 39; GALR2 blocker: -9; bCat KO growth: 2.2*; Yeast life ext: -3; E-sel TNF inh: -2; NPY Y2 blocker: 6; Yeast growth inh: -61

How did CC(C)c1ncc(C(O)c2cccc3ccccc23)n1C (centres undefined) do in these assays?
MRP1 act: -0.8; HCT116 PTEN-null: 86; Phagocyt inh: -2; Measles CPE: 11; GALR2 blocker: 22; bCat KO growth: 75; Yeast life ext: -2; E-sel TNF inh: -20; NPY Y2 blocker: 0; Yeast growth inh: -36

What do the screens show for `CCn1c(-c2ccc(F)cc2)cnc1SCC(=O)N1CCc2ccccc21`?
MRP1 act: -0.8; HCT116 PTEN-null: 94; Phagocyt inh: -5; Measles CPE: 24; GALR2 blocker: 6; bCat KO growth: 89; Yeast life ext: -4; NPY Y2 blocker: 5; Yeast growth inh: -29

What do the screens show for `Brc1ccc(N=Cc2ccccn2)cc1`?
MRP1 act: -1.3; HCT116 PTEN-null: 99; Phagocyt inh: -3; Measles CPE: 20; GALR2 blocker: -4; bCat KO growth: 90; Yeast life ext: -4; E-sel TNF inh: -9; NPY Y2 blocker: 0; Yeast growth inh: -7

Grouped by structure, the entries above containing fluorine (2)
Results for CCOc1ccc(CCNC(=O)CN2CCN(Cc3ccccc3F)C2=O)cc1OCC ?
MRP1 act: -2.8; HCT116 PTEN-null: 97; Phagocyt inh: -2; Measles CPE: 2; GALR2 blocker: -7; bCat KO growth: 92; Yeast life ext: -2; E-sel TNF inh: 27; NPY Y2 blocker: 1; Yeast growth inh: -31

What do the screens show for `CCn1c(-c2ccc(F)cc2)cnc1SCC(=O)N1CCc2ccccc21`?
MRP1 act: -0.8; HCT116 PTEN-null: 94; Phagocyt inh: -5; Measles CPE: 24; GALR2 blocker: 6; bCat KO growth: 89; Yeast life ext: -4; NPY Y2 blocker: 5; Yeast growth inh: -29

Next section.
What do the screens show for `COc1cccc(C2=NOC(C(=O)NCc3ccc(F)cc3)C2)c1` (centres undefined)?
MRP1 act: -0.8; HCT116 PTEN-null: 86; Phagocyt inh: 0; Measles CPE: 4; GALR2 blocker: 2; bCat KO growth: 93; Yeast life ext: -21; NPY Y2 blocker: 13; Yeast growth inh: -5

How did O=C(NCc1cccs1)c1nc2ncccn2n1 do in these assays?
MRP1 act: -1.5; HCT116 PTEN-null: 83; Phagocyt inh: 0; Measles CPE: 3; GALR2 blocker: 1; bCat KO growth: 87; Yeast life ext: -10; E-sel TNF inh: -17; NPY Y2 blocker: 3; Yeast growth inh: -30

What do the screens show for `O=C1c2ccccc2C(=O)N1CCOCCN1C(=O)c2ccccc2C1=O`?
MRP1 act: -1.3; HCT116 PTEN-null: 95; Phagocyt inh: -1; Measles CPE: 2; GALR2 blocker: -3; bCat KO growth: 90; Yeast life ext: -14; E-sel TNF inh: 18; NPY Y2 blocker: 2; Yeast growth inh: 10

What do the screens show for `O=C(COc1ccc(Cl)cc1Br)NNC(=O)C(=O)N1CCCCC1`?
MRP1 act: -0.1; HCT116 PTEN-null: 92; Phagocyt inh: -1; Measles CPE: 6; GALR2 blocker: 3; bCat KO growth: 92; Yeast life ext: -4; E-sel TNF inh: -26; NPY Y2 blocker: 3; Yeast growth inh: -5

Results for CCOC(=O)c1[nH]c(C)c(CN(CCc2ccc(OC)c(OC)c2)C(=O)CCCC(=O)O)c1C ?
MRP1 act: -0.7; HCT116 PTEN-null: 101; Phagocyt inh: 0; Measles CPE: 27; GALR2 blocker: -7; bCat KO growth: 105; Yeast life ext: -4; NPY Y2 blocker: 1; Yeast growth inh: -24

Results for CCOCC(=O)Nc1cc([N+](=O)[O-])ccc1C ?
MRP1 act: -2.6; HCT116 PTEN-null: 107; Phagocyt inh: -13; Measles CPE: 10; GALR2 blocker: -11; bCat KO growth: 93; Yeast life ext: 6; NPY Y2 blocker: 3; Yeast growth inh: 0

What do the screens show for `CC1CCOC2(O1)C(=O)N(CN1CCN(c3ccccc3F)CC1)c1ccccc12` (centres undefined)?
MRP1 act: -3.5; HCT116 PTEN-null: 84; Measles CPE: 2; GALR2 blocker: 17; bCat KO growth: 82; Yeast life ext: -20; E-sel TNF inh: -11; NPY Y2 blocker: 1; Yeast growth inh: -17

What do the screens show for `CC1(C)Cc2cccc(OCC(=O)Nc3cccnc3)c2O1`?
MRP1 act: -1.1; HCT116 PTEN-null: 99; Phagocyt inh: -4; Measles CPE: 10; GALR2 blocker: 6; bCat KO growth: 95; Yeast life ext: -7; E-sel TNF inh: -46; NPY Y2 blocker: 0; Yeast growth inh: -28

What do the screens show for `Fc1ccc(CSc2nnc(Cc3sc(-c4ccccc4)nc3-c3ccccc3)o2)cc1`?
MRP1 act: 2.1; HCT116 PTEN-null: 81; Phagocyt inh: -1; Measles CPE: 10; GALR2 blocker: -7; bCat KO growth: 83; Yeast life ext: 13; E-sel TNF inh: -2; NPY Y2 blocker: -1; Yeast growth inh: -71

Results for COc1ccc(/C=C/c2ccncc2)cc1OC ?
MRP1 act: -2.3; HCT116 PTEN-null: 92; Measles CPE: 9; GALR2 blocker: -7; bCat KO growth: 92; E-sel TNF inh: 25; NPY Y2 blocker: -2; Yeast growth inh: -3

Results for O=C(NCc1cccnc1)C1CCN(S(=O)(=O)c2cccs2)CC1 ?
MRP1 act: -2.3; HCT116 PTEN-null: 97; Phagocyt inh: 1; Measles CPE: 5; GALR2 blocker: 1; bCat KO growth: 95; Yeast life ext: -21; E-sel TNF inh: 69*; NPY Y2 blocker: 1; Yeast growth inh: -7

What do the screens show for `C/C(=N/NC(=O)c1ccco1)c1cccc(NC(=O)c2ccc(C)s2)c1`?
MRP1 act: -2.1; HCT116 PTEN-null: 93; Phagocyt inh: 0; Measles CPE: 31; GALR2 blocker: 13; bCat KO growth: 89; Yeast life ext: -7; E-sel TNF inh: -18; NPY Y2 blocker: 0; Yeast growth inh: -32

What do the screens show for `CC1CCCCN1c1nnc(N)s1` (centres undefined)?
MRP1 act: -2.3; HCT116 PTEN-null: 96; Measles CPE: 14; GALR2 blocker: 4; bCat KO growth: 90; Yeast life ext: -1; E-sel TNF inh: -25; NPY Y2 blocker: 1; Yeast growth inh: -34

Results for CC(C)c1ccccc1NC(=O)COC(=O)Cc1c[nH]c2ccccc12 ?
MRP1 act: -1.6; HCT116 PTEN-null: 98; Measles CPE: 8; GALR2 blocker: 12; bCat KO growth: 97; Yeast life ext: -6; E-sel TNF inh: -2; NPY Y2 blocker: 1; Yeast growth inh: -24

Results for CN1C(=O)CC(N2CCC(c3nc4ccccc4[nH]3)CC2)C1=O (centres undefined) ?
MRP1 act: -1.8; HCT116 PTEN-null: 95; Phagocyt inh: -1; Measles CPE: 10; GALR2 blocker: 5; bCat KO growth: 96; Yeast life ext: 3; E-sel TNF inh: 18; NPY Y2 blocker: 6; Yeast growth inh: 23

Results for Cc1cccc(C)c1NC(=O)c1c(C)nn(-c2ccccc2)c1Cl ?
MRP1 act: -1.1; HCT116 PTEN-null: 91; Phagocyt inh: 2; Measles CPE: 7; GALR2 blocker: -1; bCat KO growth: 83; Yeast life ext: -11; NPY Y2 blocker: 2; Yeast growth inh: -27

Results for C=CCn1c(COc2cccc(C)c2)nnc1SCC(=O)NC(=O)NCc1ccco1 ?
MRP1 act: -0.6; HCT116 PTEN-null: 100; Phagocyt inh: 0; Measles CPE: 3; GALR2 blocker: -11; bCat KO growth: 93; Yeast life ext: 4; E-sel TNF inh: -2; NPY Y2 blocker: 1; Yeast growth inh: -32

Results for COc1cccc(CC(=O)Nc2ccc3nc(C)sc3c2)c1 ?
MRP1 act: 2.4; HCT116 PTEN-null: 95; Phagocyt inh: -11; Measles CPE: 11; GALR2 blocker: 3; bCat KO growth: 96; Yeast life ext: -3; NPY Y2 blocker: 4; Yeast growth inh: 79*

Results for O=C(Nc1ccccc1N1CCCCC1)c1ncoc1-c1ccc(F)cc1 ?
MRP1 act: 1.2; HCT116 PTEN-null: 58; Phagocyt inh: -1; GALR2 blocker: -12; bCat KO growth: 41; Yeast life ext: -13; E-sel TNF inh: -12; NPY Y2 blocker: 2; Yeast growth inh: -46
